From PubChem BioAssay
PLAP activator = activators of human placental alkaline phosphatase; P05187; purified PLAP enzyme, luminescent substrate read-out; hits give high values; activation fold at 20 µM; actives 1.2% (n = 96,000); AID 696; in the data active = activation fold above about 2
Target sequence (P05187 whole entry, looked up): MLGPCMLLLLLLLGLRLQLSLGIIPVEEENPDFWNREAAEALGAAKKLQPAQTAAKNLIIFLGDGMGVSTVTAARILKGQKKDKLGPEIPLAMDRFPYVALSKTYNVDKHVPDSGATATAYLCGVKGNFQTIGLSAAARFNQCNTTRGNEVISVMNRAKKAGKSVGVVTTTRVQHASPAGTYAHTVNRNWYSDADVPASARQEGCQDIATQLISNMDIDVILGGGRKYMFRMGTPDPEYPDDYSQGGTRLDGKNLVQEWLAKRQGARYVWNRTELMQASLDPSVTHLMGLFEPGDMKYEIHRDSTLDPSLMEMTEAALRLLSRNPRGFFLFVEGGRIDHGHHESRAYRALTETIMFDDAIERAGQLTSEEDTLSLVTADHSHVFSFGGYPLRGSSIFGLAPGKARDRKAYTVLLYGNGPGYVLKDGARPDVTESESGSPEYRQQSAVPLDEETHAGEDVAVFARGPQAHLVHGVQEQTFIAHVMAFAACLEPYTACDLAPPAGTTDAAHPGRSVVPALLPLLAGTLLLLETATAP
HIV Rev-RRE inh = HIV Rev-RRE protein-RNA interaction inhibition | P05866 | Rev peptide-RRE RNA binding, FRET | inhibition, % at 8 µM | actives 0.79% (n = 97,000) | AID 704;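 active = inhibition above the screen-wide mean plus 3 SD, cut at about 35% in these data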;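 also: 0% = median DMSO wells and 100% = median Neomycin B control wells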
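Test system: Cy5-tagged RRE RNA duplex with fluorescein-tagged Rev peptide | Read-out: % inhibition of FRET ratio versus controls | Probe or stimulus: Labelled Rev peptide | Incubation: 5 min RNA-compound premix plus 15 min binding step, 25 °C | Technique: FRET fluorescence readout | Benchmarks: DMSO low control, neomycin B high control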
EphB4 ephrin blk = EphB4-ephrin-B2 interaction antagonism | EphB4 LBD / TNYL-RAW-Alexa532 peptide, fluorescence polarization | inhibition, % at 7 µM | P54760 | actives 0.15% (n = 97,000);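 active = inhibition above the screen-wide mean inhibition plus 3 SD, cut at about 15% in these data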;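 also: 0% = DMSO wells and 100% = excess unlabeled TNYL-RAW peptide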
PLK1 inh = blocks human PLK1 kinase activity. inhibition, % at 10 µM. actives 0.53% (n = 97,000). recombinant PLK1 kinase, TR-FRET peptide phosphorylation. P53350;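 active = inhibition of 50% or more in the single-concentration screen; inactive = inhibition below 50%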;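 also: 0% = DMSO max control and 100% = H-89 dihydrochloride min control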
Target sequence (P53350 whole entry, looked up): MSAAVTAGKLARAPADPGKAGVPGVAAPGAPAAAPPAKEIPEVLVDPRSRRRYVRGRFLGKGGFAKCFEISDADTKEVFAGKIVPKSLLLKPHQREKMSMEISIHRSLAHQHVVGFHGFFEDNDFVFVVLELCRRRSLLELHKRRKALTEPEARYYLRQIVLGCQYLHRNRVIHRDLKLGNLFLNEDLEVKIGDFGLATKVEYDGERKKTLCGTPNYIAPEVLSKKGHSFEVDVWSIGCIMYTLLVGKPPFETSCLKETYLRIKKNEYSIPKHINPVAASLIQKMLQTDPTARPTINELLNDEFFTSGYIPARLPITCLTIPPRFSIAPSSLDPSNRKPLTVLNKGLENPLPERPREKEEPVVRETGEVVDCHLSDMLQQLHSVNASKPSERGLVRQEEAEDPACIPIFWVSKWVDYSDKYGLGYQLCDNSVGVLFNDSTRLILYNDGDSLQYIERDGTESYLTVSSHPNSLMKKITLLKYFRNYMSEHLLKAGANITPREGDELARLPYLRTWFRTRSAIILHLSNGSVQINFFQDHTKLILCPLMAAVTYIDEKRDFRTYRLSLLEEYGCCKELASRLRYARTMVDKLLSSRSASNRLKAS
CYP2C19 inhib = inhibitors of human CYP2C19. P33261. CYP2C19 Supersomes, luciferin-H EGE luminescence, 30 min. inhibition, % at 5 µM. actives 21% (n = 96,000). AID 778;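 active = CYP2C19 inhibition above a set limit at 5 µM in the primary screen, cut at about 50% in these data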;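 also: plate controls were negative control wells for no effect and 2.5 mM tranylcypromine positive control for full effect; values of inactives mirror those of a sister screen read the other way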
CYP2C9 activ = activators of human CYP2C9; activation factor at 5 µM; actives 1.4% (n = 96,000); recombinant CYP2C9, luciferin-H conversion, luminescence; hits give high values; factor 1 = untreated enzyme, 0 = blocked;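 active = activation factor of 2 or more for CYP2C9 at a 5 µM dose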;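 also: 0 = sulfaphenazole-blocked wells and 1 = vehicle-only wells; values of inactives mirror those of a sister screen read the other way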
Plk1 PBD FP = Plk1 (human) PBD binding inhibition. AID 693. P53350. inhibition, %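 (tested at about 20 µM)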. actives 0.13% (n = 97,000). Plk1 PBD phosphopeptide binding, fluorescence polarization; in the data active = inhibition above about 34%, passing the limit was not always enough
CYP2C19 activ = increases human CYP2C19 enzyme activity; recombinant CYP2C19, luciferin-H EGE luminescence; hits give high values; 0 = fully inhibited enzyme, 1 = untreated enzyme; activation factor at 5 µM; 96,000 tested, under 10 active; AID 1025;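 active = activation factor of at least 2 at 5 µM in the primary screen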;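 also: 0 = wells with 2.5 mM tranylcypromine and 1 = vehicle-only wells; values of inactives mirror those of a sister screen read the other way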
CYP2C9 inhib = blocks human cytochrome P450 2C9; P11712; CYP2C9 Supersomes, luciferin-H conversion, luminescence; inhibition, % at 5 µM; actives 20% (n = 96,000); AID 777;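 active = blocking of liver enzyme CYP2C9 beyond about 50% at 5 µM, limit read from the data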; also: values of inactives mirror those of a sister screen read the other way
The depositor's hits bear a star; · = no result given; [ ] = dose if it differs, or a comment.

SMILES	PLAP activator	HIV Rev-RRE inh	EphB4 ephrin blk	PLK1 inh	CYP2C19 inhib	CYP2C9 activ	Plk1 PBD FP	CYP2C19 activ	CYP2C9 inhib
CC(=O)CCc1ccc2oc(C(=O)O)c(C)c2c1	0.9	6	1	-8	1	1	14	1	4
Cc1nnc(-c2cccc(Br)c2)c2cn(-c3ccccc3)nc12	1	4	0	-15	16	1	2	0.8	4
CCOC(=O)CNc1nc(C#N)nc(N2CCOCC2)n1	1.1	0	-7	5	-5	1	-17	1	-3
N#Cc1nc(-c2ccc(OCc3ccccc3)cc2)oc1NCc1cccnc1	0.9	3	5	-7	10	0.8	18	0.9	22
CCOC(=O)N1CCC(N2C(=O)c3ccc(C(=O)O)cc3C2=O)CC1	0.9	-1	-5	-5	-8	1	1	1.1	-1
CCCC(=O)N(CCN(Cc1ccccc1)C(=O)CCC)Cc1ccccc1	1.4	-1	2	-8	24	0.9	15	0.8	11
Cc1nn(-c2ccccc2)c(Cl)c1/C=C/C(=O)c1ccccc1	1.5	6	-1	-6	70*	0.3	12	0.3	66*
CCOc1ccc(C2C(C(=O)c3ccco3)=C(O)C(=O)N2Cc2cccnc2)cc1 (stereo unspecified)	1	-2	0	-7	-5	0.7	23	1.1	29
CCOC(=O)c1sc(-c2ccc(F)cc2)cc1N	0.9	12	8	-13	90*	0.2	-13	0.1	83*
CC(OC(=O)CN(C)S(=O)(=O)c1ccc(Cl)cc1)C(=O)Nc1cccc(Cl)c1 (stereo unspecified)	0.9	20	1	-9	37	0.8	-37	0.6	20
Cc1cccc(-c2noc(CCc3ccccc3)n2)c1	0.9	9	0	-4	-14	1.2	-11	1.1	-17
CCN(CC)S(=O)(=O)c1ccc(Cl)c(C(=O)Nc2nncs2)c1	0.9	12	1	-2	-4	0.7	-14	1	32
COC(=O)c1cc(NC(=O)CCc2c(C)nc3ncnn3c2C)cc(C(=O)OC)c1	1	9	10	-1	12	0.8	4	0.9	19
Cc1ccc(/C(N)=N/OC(=O)N2CCOCC2)cc1	1	11	1	-11	22	1.1	-25	0.8	-8
O=C(O)c1ccc(N2C(=O)C3ON(c4ccccc4)C(c4ccccc4F)C3C2=O)cc1 (stereo unspecified)	1	-2	-1	-6	52*	1	-5	0.5	0
CN(Cc1ccccc1)C(=O)CC(c1ccccc1)c1cc(Cl)ccc1O (stereo unspecified)	1	6	-3	-2	32	0.2	-1	0.7	76*
O=C(Cn1cnc2c(cnn2-c2ccc(Cl)cc2)c1=O)NCC1CCCO1 (stereo unspecified)	0.9	6	7	-15	0	0.9	12	1	8
Cc1ccc(C(=O)CC(C(=O)O)n2cccn2)cc1 (stereo unspecified)	1	·	·	·	13	1	·	0.9	5
NC(=O)NC(Cc1ccccc1)C(=O)Nc1ccc(S(N)(=O)=O)cc1 (stereo unspecified)	1.2	9	-3	-5	-1	1.1	-5	1	-9
O=C(COC(=O)CN1C(=O)c2ccccc2C1=O)Nc1ccc(S(=O)(=O)N2CCCC2)cc1	0.8	7	1	-8	-5	0.6	-13	1.1	36
CCCCOC(=O)Nc1ccccc1C(N)=O	0.9	·	·	·	22	0.8	·	0.8	18
COc1ccccc1NC(=O)Cn1cnc2c(cnn2-c2ccc(C)c(C)c2)c1=O	0.9	5	-5	-14	2	0.9	-2	1	14
CNc1nc2[nH]c(=O)c3c(c2s1)OC(N)=C(C#N)C3c1cccc(F)c1 (stereo unspecified)	0.9	99*[fluorescence artefact?]	-8	4	47	0.6	-19	0.5	41
Cc1cccc(C)c1NC(=O)N1CC=C(n2c(=O)[nH]c3ccccc32)CC1	1.2	5	6	-13	0	1	-7	1	-1
O=C(NC(Cc1ccccc1)c1ccc2c(c1)OCCCO2)c1ccccc1 (stereo unspecified)	0.9	-3	-1	-3	31	0.3	-4	0.7	65*
O=C1C(Cl)=C(NCC2CCCO2)C(=O)N1c1cccc(Cl)c1Cl (stereo unspecified)	1.1	2	-1	-5	82*	0.5	-13	0.2	46
CCOC(=O)N1CCN(S(=O)(=O)/C=C/c2ccccc2)CC1	1	2	1	0	85*	1.1	0	0.1	-14
Cc1cc2ccccn2c1C(=O)c1nc(N2CCOCC2)ncc1Cl	1.1	-3	-8	-4	46	1	-24	0.5	-2
CCNc1nc2nonc2nc1NCC	1	1	-9	1	-14	2.6*	42	1.1	-160
Cc1c(CN(C)C)c2c(n1C)C(=O)c1ccc(Br)cc1-2	1.4	-1	-7	32	0	1	-12	1	-1
Cc1cc(C(=O)NCc2ccccc2)c(=O)[nH]c1C	1	4	-3	-7	18	0.7	-25	0.8	34
CCOC(=O)N1CCN(C(=O)c2oc(=O)c3ccccc3c2-c2ccc(C)cc2)CC1	1.4	8	-4	-12	60*	0.4	-6	0.4	59*
CC(C)NC(=O)c1onc(CSc2cccc(Cl)c2)c1C(=O)O	1.1	-1	-4	-7	10	0.4	6	0.9	64*
CCOc1c2c(nc3ccc(Cl)cc13)CCC2	0.9	-4	3	-4	2	0.9	-2	1	11
CCc1cc2c(cc3c(=O)n(CC(=O)N4CCN(c5ccccn5)CC4)nc(CC)n32)s1	0.8	5	1	5	3	0.8	-11	1	17
CN(CC(=O)Nc1ccncc1)S(=O)(=O)c1ccc(Cl)cc1	0.9	·	·	·	100*	0.2	·	0	80*
CN1CCN(C(=O)c2ccc(Cl)c(S(=O)(=O)N3CCCCC3)c2)CC1	1	·	·	·	24	0.9	·	0.8	11
C=CCNC(=O)CCNS(=O)(=O)c1ccc(Br)cc1	0.9	3	-12	-1	20	1.6	3	0.8	-59
COc1ccc(CC(=O)Nc2ccc(-c3noc(-c4cc(OC)c(OC)c(OC)c4)n3)cc2)cc1	·	-4	-6	-14	·	·	1	·	·
CCOc1ccccc1-n1c(SCC(=O)N(C(C)C)C(C)C)nnc1-c1cccnc1	1.6	2	-6	-10	6	1	-28	0.9	2
COc1ccc(-n2cnnc2)cc1	1.1	8	3	-12	-9	1	1	1.1	-5
CCC(C)n1c(SCC(=O)NC(=O)Nc2ccc3c(c2)OCCO3)nc2ccccc2c1=O (stereo unspecified)	1	9	-1	-11	12	0.1	-9	0.9	90*
Cc1ccc(NC(C(N)=O)c2c(C)[nH]c(=O)[nH]c2=O)cc1 (stereo unspecified)	1	-2	-7	-5	-4	0.9	0	1	5
CN(C)CCCNCCCNC(=O)c1ccco1	1	1	-2	-18	-8	1	15	1.1	-4
COc1ccccc1N=c1oc2cc(O)ccc2cc1C(=O)NCC1CCCO1 (stereo unspecified)	1.2	32	-2	-6	21	1.6	11	0.8	-60
COC(=O)c1cc(OC)c(OC)cc1NC(=O)c1ccccc1	0.9	·	·	·	1	0.8	·	1	17
O=C(Nc1nc2ccccc2n1CCN1CCCC1)C1CCCCC1	2.6*	7	4	-5	6	1	17	0.9	3
CCCCn1c(SCC(=O)O)nc2ccccc21	1	3	2	-14	14	0.9	0	0.9	14

Of the compounds above, these have a thiophene ring, fused or not:
SMILES	PLAP activator	HIV Rev-RRE inh	EphB4 ephrin blk	PLK1 inh	CYP2C19 inhib	CYP2C9 activ	Plk1 PBD FP	CYP2C19 activ	CYP2C9 inhib
CCOC(=O)c1sc(-c2ccc(F)cc2)cc1N	0.9	12	8	-13	90*	0.2	-13	0.1	83*
CCc1cc2c(cc3c(=O)n(CC(=O)N4CCN(c5ccccn5)CC4)nc(CC)n32)s1	0.8	5	1	5	3	0.8	-11	1	17

Carrying on:
SMILES	PLAP activator	HIV Rev-RRE inh	EphB4 ephrin blk	PLK1 inh	CYP2C19 inhib	CYP2C9 activ	Plk1 PBD FP	CYP2C19 activ	CYP2C9 inhib
O=C(c1c[nH]c(C(=O)C(Cl)(Cl)Cl)c1)c1ccccc1Cl	1	-1	-3	-1	41	0.3	-11	0.6	72*
CC(NS(=O)(=O)c1ccc(OCC(=O)N2CCOCC2)cc1)c1ccccc1 (stereo unspecified)	·	1	8	-13	·	·	-3	·	·
CC(C)n1c(-c2ccc(N(C)C)cc2)nc2ccccc21	·	-2	1	-5	61*	0.4	11	0.4	62*
CN1CCc2c(sc(/N=C/c3cccs3)c2C(N)=O)C1	1.1	81*	-4	-14	5	1	-5	0.9	2
CC(=O)Nc1ccc(C(=O)OCCC(C)C)cc1	1.1	9	1	-1	23	0.6	-13	0.8	39
CCN1CCN(S(=O)(=O)c2cccs2)CC1	1	7	-3	-8	-8	1.1	20	1.1	-13
OCC#CCSc1nnc(-c2ccccc2Br)o1	0.9	2	-1	4	31	1.2	37	0.7	-16
O=C1NCCCC2c3cc(O)c4ccccc4c3OC12N1CCCCC1 (stereo unspecified)	1.2	7	0	9	42	0.9	-35	0.6	12
COc1cc2c(cc1NC(=O)c1ccc3c(c1)OCO3)oc1ccccc12	0.9	8	0	-14	-1	0.6	-34	1	39
CCCCCn1nc(C)c2c(C)cc(=O)[nH]c21	·	6	5	-12	·	·	-21	·	·
Cn1c(=O)c2c(ncn2CCCc2ccccc2)n(C)c1=O	1.1	4	-1	-11	20	0.9	51*	0.8	15
CCCn1nnc(NC(=O)c2cccc(OCC(C)C)c2)n1	0.9	·	·	·	26	0.6	·	0.7	41

A few values from the entries so far:
Under EphB4 ephrin blk, `CC(NS(=O)(=O)c1ccc(OCC(=O)N2CCOCC2)cc1)c1ccccc1` (stereo unspecified) reads 8
Under EphB4 ephrin blk, `CC(=O)Nc1ccc(C(=O)OCCC(C)C)cc1` reads 1
Under CYP2C19 activ, `CCCn1nnc(NC(=O)c2cccc(OCC(C)C)c2)n1` reads 0.7
Under Plk1 PBD FP, `Cn1c(=O)c2c(ncn2CCCc2ccccc2)n(C)c1=O` reads 51*
Under CYP2C9 inhib, `CC(C)n1c(-c2ccc(N(C)C)cc2)nc2ccccc21` reads 62*
Under PLK1 inh, `CN1CCc2c(sc(/N=C/c3cccs3)c2C(N)=O)C1` reads -14

(continued)
SMILES	PLAP activator	HIV Rev-RRE inh	EphB4 ephrin blk	PLK1 inh	CYP2C19 inhib	CYP2C9 activ	Plk1 PBD FP	CYP2C19 activ	CYP2C9 inhib
COc1cccc(-c2nnc(SCC(=O)Nc3cc(C)on3)o2)c1	0.8	-2	-4	-13	31	0.7	-11	0.7	27
CC1=C(C(=O)Nc2ccc(F)cc2)C(c2ccc(C)o2)C2=C(CC(C)(C)CC2=O)N1 (stereo unspecified)	1.3	1	-7	-20	11	1	-9	0.9	4
CCN(CC)CCN1C(=O)c2oc3ccccc3c(=O)c2C1c1ccccc1 (stereo unspecified)	1.6	0	-4	-19	15	0.9	2	0.9	6
CC(NC(=O)c1cc2sccc2n1C)c1ccc2c(c1)OCCO2 (stereo unspecified)	1.6	6	4	-3	22	0.2	-3	0.8	82*
CN(CC(=O)Nc1ccccc1Br)Cc1nc2ccccc2c(=O)[nH]1	2.4*	7	1	35	83*	0.2	2	0.2	81*
Cn1ccnc1SCc1ccc([N+](=O)[O-])cc1	1.2	6	5	-2	55*	0.9	16	0.4	14
Cc1nc2ccc(Cl)cc2nc(C)/c1=N\O	1.1	13	12	-5	44	0.8	-13	0.6	24
COc1cccc(-n2c(SCC(=O)N3CCOCC3)nnc2-c2c[nH]c3ccccc23)c1	1.1	8	2	63*	4	0.8	7	1	19
Cc1occc1C(=O)NC(C)c1ccc2c(c1)OCO2 (stereo unspecified)	0.9	0	2	1	62*	1	-2	0.4	-3
O=S(=O)(Cc1nc2ccccc2s1)c1ccccc1	1	4	-4	-27	44	2.3*	8	0.6	-125
COC(=O)CN(c1ccc(C)cc1)S(=O)(=O)c1c(C)[nH]c(=O)[nH]c1=O	1	10	7	2	8	0.9	-11	0.9	10
CC(C)(C)OC(=O)N1CCCC1C(=O)N1CCc2ccccc21 (stereo unspecified)	·	3	9	-9	·	·	-6	·	·
O=C(NC1CC1)c1scc2c1OCCO2	1	3	-3	-3	0	0.9	20	1	9
